# Assay outcomes (PubChem)
# human PMI inhibition: inhibitors of human PMI, primary screen, biochemical, fluorescence intensity, coupled assay (AID 1209) | purified PMI enzyme, coupled fluorescence intensity; higher % means a stronger effect | inhibition, % at 20 µM; hits with a dose series show IC50 in µM | 190,000 tested, 0.42% active; in the data active = inhibition above about 50%;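 note: plate controls were DMSO vehicle for no effect and wells lacking substrate for full effect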
# Myeloid diff MLP: compounds promoting myeloid differentiation. calls only at 10 µM. 360,000 tested, 1% active. ER-HoxA9 myeloid progenitors, lysozyme-GFP differentiation, flow cytometry;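 active = normalized GFP-positive differentiation at or above the plate's own cutoff, the solvent-only control mean plus 3 SD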;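 note: cells exposed to compound for four days before flow analysis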
# Lipid droplet: hepatic lipid droplet formation modulation; AML12 mouse hepatocytes, oleate lipid droplets, BODIPY imaging; inhibition, % at 6.5 µM; 240,000 tested, 0.4% active; AID 1656;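 active = lipid droplet intensity inhibited by at least 50%, with more than 500 cells counted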
#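 Test system: AML12 mouse liver cells; schedule: overnight exposure; technique: high-content imaging of BODIPY-stained droplets and DAPI nuclei; read-out: % inhibition of corrected integrated BODIPY droplet signal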
# Dynein cargo inh: dynein cargo transport inhibition; 3617.4 mouse cells, GR-EGFP nuclear translocation imaging; test concentration mostly 20 µM; stimulated with dexamethasone, 1 µM; stronger effect = lower value; z-score, hits read low; 220,000 tested, 0.47% active; AID 1381;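 active = plate z-score of nuclear minus cytoplasmic receptor signal below a set negative limit, without overly bright fluorescence or cell loss, cut at about -3.5 in these data, passing the limit was not always enough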;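 note: z-score of nuclear minus cytoplasmic ring GR-EGFP intensity difference per well; some compounds called inactive have numbers as strong as hits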
#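 Buffer or medium: tet-free, stripped-serum medium; reagent: dexamethasone at 1.0 µM final, 30 min; incubation: 48 h induction, 1 h compound, 30 min dex at 37 °C; measured by: formaldehyde fixation, Hoechst nuclear stain, 10x automated fluorescence imaging; read-out: nuclear-to-cytoplasmic GR-EGFP distribution per well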
# bCat nuc transl: beta-catenin nuclear translocation modulation. HeLa beta-catenin nuclear translocation, immunofluorescence imaging. nuclear translocation activity, % at 5 µM. 190,000 tested, 0.3% active. AID 1665;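 active = nuclear translocation activity above 50% at 5 µM, with a well cell count of 50 or more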;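 note: per-cell ratio of nuclear to cytoplasmic median beta-catenin stain intensity; plate controls were DMSO negative control for no effect and GSK-3 inhibitor IX positive control for full effect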
#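 Technique: fluorescence imaging of beta-catenin antibody stain plus DAPI / Material: human HeLa cell line / Incubation: compound treatment 24 h, 37°C, 5% CO2 / Read-out basis: % activation of per-cell nuclear versus cytoplasmic median beta-catenin signal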
# T cell modulator: modulates CD8 T cell binding to vesicles; 330,000 tested, 0.068% active; calls only at 7 µM; 2C CD8+ T cell-vesicle binding, flow cytometry; stronger effect = lower value;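 active = response, share of CD8 T cells binding vesicles, and their 90th percentile fluorescence all below set limits, cut at about 80% in these data, passing the limit was not always enough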
#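 Material: 2C TCR transgenic mouse naive CD8+ T cells, MACS-purified. Also added: QL9-charged Drosophila Ld/ICAM-1/B7-1 vesicles. Timing: binding 1.5 h at 37 °C. Measured by: high-throughput flow cytometry with anti-B7-1 and anti-CD8 staining. Read-out: percent CD8+ FL2 mean versus row control. Controls: Unloaded micro-vesicles (low), QL9 vesicles with 0.7% DMSO (high).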
# MT stabilizer: microtubule stabilizers in HeLa cells; HeLa tubulin immunostaining HCS, 24 h; share of cells brighter than vehicle mean+2SD; % tubulin-high responders, % at 10 µM; 200,000 tested, 0.83% active; AID 2205;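 active = plate Z-score above 3 for both tubulin-high and condensed-nucleus cell shares, with cell loss under 80%, at 10 µM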;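 note: anti alpha tubulin signal scored within the nucleus-defined area of each cell; some results filed as inactive read as strong as hits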
# Ins promoter up: MIN6 insulin promoter up-regulation. MIN6 insulin promoter-GFP reporter, high-content imaging; stronger effect = higher value. z-score at 5 µM. 190,000 tested, 0.3% active;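 active = z-score above 3 at 5 µM with at least 500 cells counted in the well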
# TNAP activators: human TNAP enzyme activators, primary screen, biochemical, luminescent, no phosphate acceptor, uHTS (AID 1001); purified TNAP, luminescent activation assay, no phosphate acceptor; higher activation fold means a stronger effect; one-dose activation fold at 20 µM; EC50 in µM for titrated hits; 200,000 tested, 0.03% active; in the data active = activation fold from about 3, or a potency from the dose series; inactive = the rest, 99 in 100 with activation fold below about 1.6; note: many of its hits are not listed in these tables
# Dynein cargo inh cytoplasmic EGFP: second read-out of Dynein cargo inh, no call of its own (marks repeat the call); z-score; measured here: cytoplasmic GR-EGFP intensity; stronger effect = higher value
# Dynein cargo inh nuclear GR-EGFP: also measured in Dynein cargo inh; calls as there; z-score; measured here: nuclear GR-EGFP intensity;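 lower value marks the stronger effect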
# Dynein cargo inh cell count: recorded beside Dynein cargo inh, whose call it bears; z-score; measured here: cell count per field
# Ins promoter up cell count: recorded beside Ins promoter up, whose call it bears; cell count; measured here: cytotoxicity, nuclei count;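 total cells summed across four imaged fields per well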
# Lipid droplet cells 6.5 µM: further read-out of Lipid droplet, marked with its call; cell count; measured here: cell count, cytotoxicity flag;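 cells counted across two imaged fields per well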
# bCat nuc transl cell count 5 µM: recorded beside bCat nuc transl, whose call it bears; cell count; measured here: cell count, cytotoxicity flag
# T cell modulator vesicle-bound %: also measured in T cell modulator; calls as there; double positive events, %; measured here: CD8+ vesicle-bound cell fraction;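 binding gate set so that unloaded-vesicle control wells show 10% double positive cells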
# MT stabilizer Hoechst-high %: also measured in MT stabilizer; calls as there; % Hoechst-high responders; measured here: nuclear condensation Hoechst responders;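 share of cells brighter than vehicle mean plus two SD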
# MT stabilizer cytotoxicity %: further read-out of MT stabilizer, marked with its call; toxicity, %; measured here: cytotoxicity by cell density;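 0% = mean cell density of plate MIN control wells and 100% = no cells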
# Myeloid diff MLP GFP+ MAC1+ %: also measured in Myeloid diff MLP; calls as there; GFP+ MAC1+ double positive, %; measured here: differentiation confirmed by MAC1 staining
# Starred values were filed as active, the others as inactive; i = inactive; . = no result given; + = active, no number.
SMILES,human PMI inhibition,Myeloid diff MLP,Myeloid diff MLP GFP+ MAC1+ %,Lipid droplet,Lipid droplet cells 6.5 µM,Dynein cargo inh,Dynein cargo inh cytoplasmic EGFP,Dynein cargo inh nuclear GR-EGFP,Dynein cargo inh cell count,bCat nuc transl,bCat nuc transl cell count 5 µM,T cell modulator,T cell modulator vesicle-bound %,MT stabilizer,MT stabilizer Hoechst-high %,MT stabilizer cytotoxicity %,Ins promoter up,Ins promoter up cell count,TNAP activators
Cc1c(C(=O)Nc2nccs2)sc2nc(-c3cccs3)cc(C(F)(F)F)c12,2.6%,i,1.2,.,.,0.801,-0.143,-0.135,-1.03,-0.4,1336,i,47.7,4.0,1.1,0.4,-1.38,1561,1.1
CC(=O)C1=C(O)CCCC1=NCc1nc2ccccc2[nH]1,-4.7%,i,1.0,5.6,708,1.72,-0.156,0.497,0.303,.,.,i,31.4,2.6,3.3,6.7,-0.07,1146,1.1
CC(C)(NC(=O)c1cc(Cl)c2ccccc2c1O)C(=O)O,.,i,0.9,10.2,865,0.417,-0.255,0.0565,-0.517,0.8,1352,i,37.8,.,.,.,0.03,1065,.
O=C(CC(c1ccc(F)cc1)c1ccco1)Nc1nccs1 (stereo not drawn),10.6%,i,0.4,-13.7,721,0.162,-0.26,0.356,0.649,-1.8,1025,i,21.3,3.9,2.5,4.4,-0.71,1466,1.1
CCc1cc(-c2n[nH]c(=S)n2N)n(C)n1,8.9%,i,0.8,.,.,-0.135,-0.176,0.224,1.59,1.3,1269,i,18.7,3.2,2.3,4.6,-0.12,1559,1
COCCn1c(-c2ccc(Cl)cc2)cnc1SCC(=O)NCCc1ccc(OC)c(OC)c1,9.5%,i,0.2,-6.9,674,-0.686,-0.26,-0.12,0.746,-2.0,1099,i,22.3,1.2,1.5,2.1,-1.31,1506,1.2
COc1cccc2cc(C(C)OC(=O)Nc3ccc(C)cc3)oc12 (stereo not drawn),10.8%,i,0.5,-20.7,675,0.127,-0.318,0.0947,0.452,-0.2,1050,i,2.2,2.9,1.7,6.6,-0.27,1597,1
CSc1nnc(-c2ccccc2)n1N,-1.6%,i,0.4,.,.,2.68,-0.135,2.04,-0.848,-1.9,1466,.,.,2.9,3.1,6.6,-0.13,1605,1.1
Cc1cccc2cc(C#N)c(N3CCCC3)nc12,-28.1%,i,1.1,.,.,-1.22,-0.269,-0.437,1.7,3.7,1346,i,21.5,1.9,1.5,8.8,0.02,1445,1.2
CCn1c(SC)nnc1-c1nnc(SC)n1CC,3.6%,i,1.1,-0.9,675,-0.233,-0.163,-0.429,0.286,.,.,i,45.4,2.9,3.2,6.2,0.29,1202,1.1
CCCCn1c(SCC(=O)Nc2cccc(C)n2)nnc1-c1ccco1,-14.4%,i,0.8,.,.,-0.333,-0.194,-0.0203,0.183,-6.0,1049,i,13.7,2.2,2.4,8.7,-0.53,1116,1.1
Cc1sc2c(=O)n3c(nc2c1C(=O)NCCCN1CCOCC1)CCCCC3,-14.4%,i,0.6,.,.,3.48,-0.0765,1.8,-1.98,-0.6,1225,i,36.0,3.1,1.6,5.4,-0.05,969,1.1
COc1ccccc1-c1nc(C#N)c(N2CC(C)CC(C)C2)o1 (stereo not drawn),-3.0%,i,0.5,8.1,674,-2.23,0.095,-0.815,0.268,-2.7,1063,i,23.5,1.9,2.4,7.5,-0.4,1557,1.2
C/C(CC(=O)Nc1ccc(N(C)C)cc1)=N\NC(=O)C(=O)NCc1ccccc1,-9.6%,i,0.1,-7.6,718,0.513,-0.0778,0.468,-1.45,-1.4,1108,i,51.7,3.4,2.3,9.3,-1.27,1323,1.1
COc1cccc(-c2cc(C(=O)Nc3cc(C)n(Cc4ccc(Cl)cc4)n3)no2)c1,11.4%,i,5.7,-12.9,698,-0.794,-0.208,-0.183,0.267,1.7,1016,i,8.0,20.5,12.0,40.7,0.12,1884,1.1
COc1ccc(Cl)cc1N1Cc2ccccc2C1,-29.3%,i,1.1,-1.9,729,0.473,-0.093,0.127,-0.0326,0.9,1159,i,48.3,1.0,0.7,21.9,-0.85,993,1.1
CNC(=O)Nc1ccccc1C(=O)Nc1ccccc1,.,i,0.2,12.2,662,0.752,-0.278,0.331,-0.0685,-4.1,1185,i,24.1,.,.,.,0.35,1404,.
CCCCc1ccc(NC(=S)N2CCCC(CO)C2)cc1 (stereo not drawn),-10.7%,i,0.4,-13.1,515,0.77,-0.265,0.158,-0.569,3.3,1105,i,42.8,6.2,2.5,0.3,0,1536,1.1
O=C(C1CCC(CNS(=O)(=O)c2cccc3nsnc23)CC1)N1CCN(c2ccccn2)CC1 (stereo not drawn),-2.9%,i,0.8,-7.8,751,-0.744,-0.251,-0.395,0.74,-0.1,1121,i,43.2,3.3,2.2,7.2,-0.39,1229,1.1
CCN(CC)c1ccc2cc(-c3nc4ccccc4[nH]3)c(=O)oc2c1,9.0%,+,78.8*,-5.6,612,-5.17*,-0.525*,-2.98*,0.474*,0.8,1002,i,46.4,18.4,11.5,9.8,.,.,1.5
CCOc1ccc(NC(=O)CN2C(=O)CSC2=O)cc1,8.5%,i,0.3,6.8,763,-0.521,-0.328,-0.134,1.08,0.6,1421,i,19.8,3.2,1.6,6.7,0.84,1524,1.1
CSc1nc2ccc(NS(=O)(=O)c3c(Cl)cccc3Cl)cc2s1,-6.5%,i,0.3,-38.6,657,-0.274,0.0606,-0.0994,1.46,-0.5,1032,i,37.5,5.0,1.9,6.0,0.37,1314,1.1
O=C(Nc1ccc(F)cc1)Nc1ccccc1N1CCCCC1,.,i,0.1,.,.,0.176,-0.262,-0.184,-0.131,-0.1,1257,i,28.4,.,.,.,0.4,1379,.
CCOc1ccc(CCNC(=O)COC(=O)c2cccnc2OCC)cc1OCC,14.0%,i,0.6,98.0*,729*,-1.1,-0.218,-0.000589,0.369,-0.6,1076,i,32.0,1.8,0.8,1.1,.,.,1.1
COC(=O)C1=C(O)/C(=C/c2cccc(OC)c2O)N=C1C,.,i,0.7,6.8,709,-0.111,-0.235,-0.0958,-0.0146,-0.7,1282,i,22.4,.,.,.,-1.14,1412,.

# (list continues)
SMILES,human PMI inhibition,Myeloid diff MLP,Myeloid diff MLP GFP+ MAC1+ %,Lipid droplet,Lipid droplet cells 6.5 µM,Dynein cargo inh,Dynein cargo inh cytoplasmic EGFP,Dynein cargo inh nuclear GR-EGFP,Dynein cargo inh cell count,bCat nuc transl,bCat nuc transl cell count 5 µM,T cell modulator,T cell modulator vesicle-bound %,MT stabilizer,MT stabilizer Hoechst-high %,MT stabilizer cytotoxicity %,Ins promoter up,Ins promoter up cell count,TNAP activators
CSc1nnc(C)c(=O)n1COC(=O)/C=C/c1ccccc1,5.5%,i,0.6,-4.3,701,0.305,0.512,0.369,-1.82,.,.,i,27.7,2.1,3.5,10.4,0.4,1047,1
O=C(CCCOc1ccccc1)Nc1ccc(S(=O)(=O)N2CCOCC2)cc1,0.6%,i,1.2,.,.,-0.0103,-0.0968,-0.0047,-0.127,-2.2,1329,i,32.3,1.4,1.0,2.3,-0.03,1184,1.2
O=C(Cc1c(Cl)cccc1Cl)NC1=NCCS1,-9.0%,i,0.5,2.0,702,-1.31,-0.188,-0.547,0.523,-0.7,1072,i,10.4,2.5,3.1,3.3,0.03,1374,1.1
Cc1ccc(CNC(C)c2ccccc2)cc1 (stereo not drawn),-3.3%,i,0.9,.,.,-0.725,-0.291,-0.49,0.403,-2.3,523,i,42.4,1.5,3.6,4.8,-0.28,1122,1.1
O=C(NNc1cccc(Cl)n1)Nc1ccccc1F,-6.7%,i,0.5,-17.0,643,0.352,-0.277,0.668,0.584,-2.5,1108,i,57.5,3.1,2.6,7.4,0.64,1624,1.1
Cc1nnc(NC(=O)CSc2ncnc3scc(-c4ccccc4)c23)s1,-6.6%,i,0.7,.,.,-0.271,-0.154,-0.41,0.423,.,.,i,17.9,1.9,0.8,0.1,.,.,1.1
COc1cccc(C(=O)NNC(=O)CCc2ccccc2)c1,-14.4%,i,0.8,-1.0,779,-0.608,-0.33,-0.255,0.901,0.8,1153,i,42.9,6.4,2.2,2.7,-0.07,1277,1.1
O=C(Nc1ccc(N2CCCCC2)cc1)C(Cl)c1ccccc1 (stereo not drawn),-12.5%,i,0.3,-1.3,626,-0.269,-0.224,-0.181,-0.286,-0.7,1500,i,23.6,2.4,3.1,10.7,0.09,1306,1.1
COC(=O)c1cn(Cc2ccc(C(F)(F)F)cc2)cc(F)c1=O,.,i,0.6,0.7,680,-0.993,-0.27,0.13,0.29,0.0,1300,i,20.2,.,.,.,-0.58,1060,.
